# UDG counter: Primary qHTS assay for inhibitors of Activation Induced Cytidine Deaminase (AID): UDG Counterscreen signal. FRET deamination/UDG coupled assay, UDG read, 4 h. Potency, µM (highest dose often 115 µM), inactives show at the top dose activity change, negative = inhibition, hits mostly inhibitors. 0.14% of 91,000 active. AID 1347430, 2020; also: nearly all actives have a fitted effect of over 65% in size
# AID inhibitor: Primary qHTS assay for inhibitors of Activation Induced Cytidine Deaminase (AID): AID signal; AID 1347428, 2020; Single-stranded DNA cytosine deaminase (Homo sapiens), Q9GZX7; 0.32% of 91,000 active; AID deamination FRET fluorescence, UDG-coupled, 4 h; Potency, µM (highest dose often 115 µM), for the others: at the highest dose activity change, negative = inhibition, most hits filed as inhibitors; also: nearly all actives have a fitted effect of over 25% in size
# Target sequence (Q9GZX7 whole entry, looked up): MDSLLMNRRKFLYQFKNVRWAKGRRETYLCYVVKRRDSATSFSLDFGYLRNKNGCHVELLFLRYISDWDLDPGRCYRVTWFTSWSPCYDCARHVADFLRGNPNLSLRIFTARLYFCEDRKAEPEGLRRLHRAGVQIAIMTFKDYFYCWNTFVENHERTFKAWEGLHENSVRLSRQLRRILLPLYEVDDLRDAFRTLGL
# An asterisk follows results filed as active; ? = inconclusive; & = joins results of further samples; [ ] = another dose, or the depositor's remark. Calls follow the shape of the dose curve; as a rule, active = well fitted curve in the direction sought with a large enough effect; inconclusive = small, poorly fitted or top-dose-only effect, or another doubt; inactive = no such curve, though single readings can be large; an effect the other way counts as inactive or inconclusive. % is scaled to controls: 0 for no effect and ±100 for the full control effect; potency is read from the fitted curve at half-maximal effect.
canonical_smiles,UDG counter,AID inhibitor
COc1cc(-c2noc(-c3ccc(NCC4CCCO4)c([N+](=O)[O-])c3)n2)cc(OC)c1OC (centres undefined),-15%,-21%
Cc1cccc(Nc2nnc(SCC(=O)c3ccc(Br)s3)s2)c1,-2%,33%[activator]
CCCS(=O)(=O)Nc1cccc(-c2cn3ccc(C)cc3n2)c1,-15%,-18%
CCOc1ccc(C2=NC(c3cccs3)=Nc3ccc(C(C)C)cc3N2)cc1,-11%,?
Cc1ccc(CNC(=O)CCCn2c(=O)c3ccccc3n(Cc3ccccc3C)c2=O)cc1,-3%,8%
COc1ccc2oc(=O)c(C(=O)NCCc3c(C)[nH]c4ccc(C)cc34)cc2c1,0%&13%,-15%&41%
O=C(NCCCCc1ccccc1)c1cc(=O)[nH]c2ccccc12,-5%,12%
CC1=C/C(=N\NC(=O)C2CC2)CC1,3%,6%
CCc1ccc(NC(=O)CSc2ccc(-c3sc(-c4ccccc4)nc3C)nn2)cc1,55%[activator],1%
Cc1ccc(S(=O)(=O)Nc2cccc(C(N)=O)c2)cc1F,3%,1%
Cc1cc(NC(=O)c2ccc(Cl)o2)no1,-6%,3%
Cn1c(=O)c2c(-c3ccccc3)n3c(c2n(C)c1=O)C(c1ccccc1[N+](=O)[O-])Nc1ccccc1-3 (centres undefined),?,?
COC(=O)COc1ccc(Oc2nc(NC(C)(C)C)nc(N3CCOCC3)n2)nn1,2%,-3%
CSc1ccc(/C=C/C(=O)c2ccc(Cl)c(Cl)c2Cl)cc1,-5%,-11%
O=C(Nc1ccccc1OCc1cc(=O)n2ccccc2n1)c1ccccc1F,-7%,5%
COc1ccccc1-n1c(=O)n(C)c2c(C(N)=O)nc(-c3cccc(OC)c3OC)nc21,2%,-23%
CCCCn1nc(C(=O)NC(C)c2ccc3c(c2)OCCO3)c2ccccc2c1=O (centres undefined),-15%,-12%
CCCN(CCC)C(=O)CN1C(=O)CSc2ccc(S(=O)(=O)N3CCC(C)CC3)cc21,-5%,-22%
Fc1ccc(-c2nc(COc3ccc(Oc4ccccn4)cc3)co2)cc1,-3%,-6%
COC(=O)C(C)Oc1ccc2c(C)c(-c3ccc(OC)cc3)c(=O)oc2c1 (centres undefined),4%,-6%
COC(=O)C(NC(=O)CCc1c(C)nc2c(c(C)nn2-c2ccccc2)c1C)C(C)C (centres undefined),-7%[57.5 µM],-19%
COC(CN(C)C(=S)NCC(=O)O)OC,3%,5%
N#Cc1nc(/C=C/c2ccccc2)oc1N1CCCCC1,-7%,-7%
COc1cccc(C(=O)Nc2oc3ccccc3c(=O)c2-c2ccc3c(c2)OCO3)c1,0%,-5%
Cc1ccc(NC(=O)Cc2nc(-c3c(N)n(CC(C)C)c(=O)n(C)c3=O)cs2)cc1,-8%,0%
Cc1cccc(Cn2c(-c3cccs3)nc3ccccc32)c1,-13%,?
Cc1ccc(-c2c(NC(=O)CN3CCN(CCO)CC3)oc3ccccc3c2=O)cc1,2%,-1%
Nc1nc(Nc2ccccc2F)sc1C(=O)c1ccc(Cl)cc1,5%,-6%
CCOc1cc(C(c2c(C)[nH]c3ccccc23)c2c(C)[nH]c3ccccc23)ccc1O,-14%,65%[activator]
CCC(=O)N1CCc2cc(S(=O)(=O)NCCC(=O)NCc3ccc(C)cc3)ccc21,-7%,?
COC(=O)COc1ccc2c(=O)c(-c3csc(C)n3)coc2c1,-9%,-8%
CCc1ccc(CNC(=O)c2cc3c(=O)n(CC)c4ccccc4c3s2)cc1,-16%,?
COc1ccc(CCNC(=O)CN2C(=O)COc3ccccc32)cc1OC,-7%[57.5 µM],16%
CCC(CC)C(=O)Nc1ccc2nc(SCc3ccccc3)sc2c1,24%,-1%
COCC(=O)N1CCN(c2oc(-c3ccc(C)cc3)nc2S(=O)(=O)c2ccc(F)cc2)CC1,-7%,-3%
O=C(CCSCc1ccc(Cl)cc1)NCCc1ccccc1,8%,1%
O=C(CNC(=O)c1cc(F)cc(F)c1)NCCN1CCc2ccccc2C1,-6%,4%
COc1cc(NC(=O)CCc2c(C)c3ccc(O)cc3oc2=O)cc(OC)c1,-1%,1%
N=c1c(C(=O)NCC2CCCO2)cc2c(=O)n3ccccc3nc2n1CCCO (centres undefined),-10%,54%[activator]
COc1ccc(OC)c(NC(=O)c2nnn(CC(=O)Nc3ccc(C(C)C)cc3)c2N)c1,-5%,4%
Cc1ccc(-n2nc(CO)c(C(=O)NCCO)n2)cc1,-9%[57.5 µM],-8%
Cc1c(O)ccc2c(CN(C)CC(=O)Nc3ccc(Cl)cc3)cc(=O)oc12,3%,1%
COC1(C2=NCCN2)COc2ccccc2O1 (centres undefined),0%,2%
Cn1c(=O)c2c(-c3ccccc3Br)n(Cc3ccccc3)cc2n(C)c1=O,9%,?
Cc1ccc2c(Sc3ccc(Cl)cc3)c(C(=O)N3CCCCC3)[nH]c2c1,-1%,-21%
COc1ccccc1Nc1nc(-c2ccc3c(c2)CCC(=O)N3)cs1,-2%,-4%
Cc1ccc(CCNC(=O)c2ccc3c(c2)nc2n3CCCCC2)cc1,-5%,-15%
Cc1ccc2c(c1)NC(=O)c1cccnc1O2,-7%,6%
Cc1cc(C)c(S(=O)(=O)Nc2ccc(-c3ccc(N4CCCCC4)nn3)cc2)cc1C,18%,2%
O=C(O)CS/C(=C/c1ccc2ccccc2c1)c1nc2ccccc2s1,-3%,45%[activator]

# Next entries follow:
canonical_smiles,UDG counter,AID inhibitor
CCS(=O)(=O)N(Cc1ccc(C)cc1)c1c(C)n(C)n(-c2ccccc2)c1=O,-1%,8%
O=C(CCc1ncc(-c2ccc(F)cc2F)o1)Nc1ccc(Cl)cc1Cl,30%,-13%
CCOc1cccc(C(=O)Nc2ccc3oc(-c4cccnc4)nc3c2)c1,-10%[57.5 µM],19%[57.5 µM]
Cc1ccc(NC(=O)CN2C(=O)C(C)(C)c3cc(S(=O)(=O)N4CCCCC4)ccc32)c(Br)c1,-4%[57.5 µM],6%[57.5 µM]
Cc1ccc(S(=O)(=O)/N=C/c2cccs2)cc1,1%,-1%
CCOC(=O)c1ccc(NC(=O)CCCc2nc(-c3cc(OC)c(OC)c(OC)c3)no2)cc1,-7%,6%
CN(C)CCCNc1oc(/C=C/c2cccs2)nc1C#N,-7%,6%
COc1ccc(NC(=O)c2ccco2)cc1NC(=O)c1ccc(C#N)cc1F,18%,26%
Cc1ccc(CN2CCCn3nc(C(=O)NC(C)C)cc3C2=O)cc1,-20%,-15%
Cc1ccc(-c2nnc3c4ccccc4c(C)nn23)cc1NC(=O)c1cccc(Br)c1,-4%,-5%
CCCCCNC(=O)Cc1c[nH]c2ccccc12,13%,-2%
COc1cc(N2CC(C(=O)O)CC2=O)cc(OC)c1OC (centres undefined),0%,1%
O=C(CCCOc1ccccc1)OCC(=O)c1ccc(F)c(F)c1,1%,12%
CCCS(=O)(=O)N1CCC(N2CCN(Cc3ccc(C)cc3)C(=O)C2=O)CC1,9%,6%
N#Cc1c(Nc2cccc(F)c2)sc(C(=O)c2ccc(Cl)cc2)c1N,8%,80%[activator]
CCCn1c(=O)n(-c2ccccc2)c(=O)c2sc3ccccc3c21,-8%,6%
CCCCOc1ccc(-c2cc3c(=O)n(CC(=O)Nc4ccc(Cl)cc4Cl)ccn3n2)cc1,-5%,0%
Cc1ccc2[nH]c(=O)c3cc(C(=O)NCCCN4CCC(C)CC4)sc3c2c1,3%,?
O=C(CSc1nnc(-c2ccc3c(c2)OCO3)o1)NC1CCCC1,7%,?
CCC(C)(Nc1ccc(OC)c(OC)c1)c1nnnn1-c1c(C)cccc1C (centres undefined),3%,-14%
CCN(C(=O)C1CCCCC1)C1CC1,4%,1%
CCOc1ccc(N2CC(NC(=O)C3CCCCC3)CC2=O)cc1 (centres undefined),-1%,3%
O=C(O)c1ccc2[nH]ncc2c1,1%,-3%
O=C(CC1C(=O)N(C2CCCC2)c2nc3ccccc3n21)Nc1ccc2c(c1)OCO2 (centres undefined),0%,-23%
CCn1cnc2c1c(=O)n(CC(=O)Nc1cccc(OC)c1)c(=O)n2Cc1ccccc1,4%,-11%
CCCN(CCC)CCCNC(=O)c1cc2c(=O)[nH]c3ccccc3c2n1C,-6%,17%
CC(C)CC(C(=O)NC1CCN(Cc2ccccc2)CC1)N1Cc2ccccc2C1=O (centres undefined),-9%,-14%
C/C(=N/NC(=S)NC(C)C)c1ccc(C2CCCCC2)cc1,-8%,-20%
CCOC(=O)c1c(NC(=O)c2cc(=O)c3c(C)cc(C)cc3o2)sc(C)c1C,-17%[57.5 µM],1%
CCC(=O)NNc1ncnc2c1cnn2-c1ccc(C)c(Cl)c1,9%,3%

# Three neighbouring entries out of the list so far:
canonical_smiles,UDG counter,AID inhibitor
COc1cc(-c2noc(-c3ccc(NCC4CCCO4)c([N+](=O)[O-])c3)n2)cc(OC)c1OC (centres undefined),-15%,-21%
Cc1cccc(Nc2nnc(SCC(=O)c3ccc(Br)s3)s2)c1,-2%,33%[activator]
CCCS(=O)(=O)Nc1cccc(-c2cn3ccc(C)cc3n2)c1,-15%,-18%

# (continued)
SMILES	UDG counter	AID inhibitor
CCOc1ccc(C2C(C(=O)Nc3ccc(OC)cc3)=C(C)Nc3nc(CCCO)nn32)cc1 (centres undefined)	2%	-12%
Cc1ccc2[nH]c(=O)c3cc(C(=O)NC4CCC(C)CC4)sc3c2c1 (centres undefined)	19%	9%
CCc1ccccc1N(C)C(=O)c1cc2c(=O)oc3ccccc3c2s1	-9%	?
O=C(/C=C/c1ccccc1)N(Cc1ccc2[nH]ccc2c1)C1CC1	-6%	-22%
CCCOc1ccc(C(=O)Nc2ccc3nn(-c4ccc(OC)c(Cl)c4)nc3c2)cc1	16%	50%[activator]
COc1cc(OC)c(NC(=O)N2CCSc3ccccc32)cc1Cl	57%[activator]	-26%
CC1(C)C2CCC1(C)C(NC(=O)C1CCC1)C2 (centres undefined)	-3%	-1%
COc1cc(Cl)c(C)cc1NC(=O)c1nc2ccccc2nc1N1CCCC1	-4%	-10%
Cc1ccc(C)c(NC(=O)CN2C(=O)C3(SCC(=O)N3c3ccc(C)c(C)c3)c3ccccc32)c1 (centres undefined)	-3%	-23%
CC1=C(CC(=O)O)c2cc(F)ccc2/C1=C\c1ccc(S(C)(=O)=O)cc1	7%	11%
N#CCSc1ccccc1C(=O)Nc1ccc2c(c1)CCC2	0%	7%
CCCOC(=O)C(C)Oc1ccc2c(=O)c(Oc3ccccc3Cl)coc2c1 (centres undefined)	3%	1%
COc1ccc(CCNC(=O)C2CCCN(c3ccc4nnc(C(F)(F)F)n4n3)C2)cc1 (centres undefined)	-11%	-6%
CCCC(C)NC(=O)c1ccc(N(C)C)cc1 (centres undefined)	0%	0%
CCn1c(-c2ccccc2)cc2ccccc21	9%	-2%
N#Cc1cnc2ccc(F)cc2c1Nc1cccc(C(F)(F)F)c1	1%	0%
Cc1ccccc1OCC(O)Cn1c(=N)n(CCN2CCCCC2)c2ccccc21 (centres undefined)	-11%	0%
COc1ccc(-c2cc(OC(=O)c3cccc(Br)c3)c3c(C)oc(C)c3c(=O)c2)cc1	4%	6%
CCOCCCNC(=O)C(c1ccc(OC)cc1)N(Cc1cccs1)C(=O)c1ccc(NC(C)=O)cc1 (centres undefined)	1%	-12%
Cc1c(C(=O)Nc2cccc(F)c2)oc2c1-c1nn(Cc3c(F)cccc3Cl)cc1CC2	?	?
Cc1ccc(S(=O)(=O)N2CCCC(c3nc4c(nnn4Cc4ccc(OC(F)(F)F)cc4)c(=O)[nH]3)C2)cc1 (centres undefined)	-5%	-22%
CC(=O)c1cn(CC(=O)N2CCC(C(N)=O)CC2)c2ccccc12	-2%	1%
COc1ccccc1NC(=O)Cn1c(=O)n(Cc2ccc3c(c2)OCO3)c(=O)c2oc3ccccc3c21	8%	-3%
CC1(C)CC(=O)C(/C=N/C(N)=O)=C(O)C1	7%	7%
Cc1ccc(NC(=O)CCNC(=O)C2CCCC2)cc1	-4%	-4%

# Whole records from above:
# Cc1ccccc1OCC(O)Cn1c(=N)n(CCN2CCCCC2)c2ccccc21 (centres undefined) is entered as UDG counter = -11%; AID inhibitor = 0%
# COc1cc(NC(=O)CCc2c(C)c3ccc(O)cc3oc2=O)cc(OC)c1 is entered as UDG counter = -1%; AID inhibitor = 1%

# Following part:
SMILES	UDG counter	AID inhibitor
COc1ccc(NC(=O)CSc2nc(Cl)nc3nc[nH]c23)cc1	6%	2%
Cc1ccc(CS(=O)Cc2c(F)cccc2Cl)cc1 (centres undefined)	-1%	-10%
Cc1sc(NC(=O)c2ccc3c(c2)OCO3)c(C#N)c1C	3%	-12%
CCOC(=O)c1noc2ncnc(Nc3ccc(F)cc3F)c12	-33%	-4%
Cc1cc2oc(C(=O)Nc3c(C)n(C)n(-c4ccccc4)c3=O)cc(=O)c2cc1C	-5%[57.5 µM]	38%[activator][57.5 µM]
COCCCNc1nc2c(c(=O)n(C)c(=O)n2C)n1Cc1ccccc1	-13%	-26%
CCOc1cccc(C2CC(=O)Nc3cc4c(cc32)OCCO4)c1 (centres undefined)	-5%	-14%
CNC(=O)NC(=O)CN(C1CCCC1)C1CCCC1	-15%	-18%
COc1ccccc1NC(=O)C1CCN(c2ncnc3c2nc2n3CCCCC2)CC1	5%	1%

# The list is partial, so the mix of outcomes need not match the whole.
